zVAD death inh: L929 zVAD cell death inhibition. viability rescue, % at 10 µM. 220,000 tested, 0.38% active. L929 zVAD necroptosis rescue, ATP luminescence, 24 h; with zVAD 60 µM. AID 1377;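 active = activation, scaled between plate controls, above about 75%, limit read from the data; inactive = activation under that limit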;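 note: 0% = zVAD with DMSO and 100% = DMSO alone without zVAD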
Runt-CBFb FRET: Runt domain-CBFb interaction inhibition. Cerulean-Runt/Venus-CBFb FRET ratio 530/480, 1 h. inhibition, % at 20 µM. 220,000 tested, 0.46% active. AID 1496;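 active = inhibition over about 50% at 20 µM in the single-dose screen, limit read from the data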;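 note: 0% = DMSO wells and 100% = excess unlabeled CBFb competitor control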
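test system = Cerulean-tagged RUNX1 Runt domain (FRET donor) fusion protein | reagent = Venus-CBFb binding partner, 100 nM | incubation = protein complex preformed 1 h, compound exposure 1 h, room temperature, dark | detection = FRET fluorescence | read-out basis = loss of energy transfer signal | controls = 5 µM unlabeled CBFb as full-inhibition high control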
Runt-SMMHC FRET: inhibitors of human RUNX1 Runt domain binding to CBFb-SMMHC; Q01196+Q13951; Cerulean-Runt/Venus-CBFb-SMMHC FRET ratio 530/480, 1 h; inhibition, % at 20 µM; 220,000 tested, 0.74% active;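 active = mean inhibition across duplicate retests at 20 µM reaching about 50%, limit read from the data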;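 note: 0% = DMSO wells and 100% = wells with excess untagged CBFb-SMMHC; inhibitors lower the FRET ratio by blocking Runt binding to CBFb-SMMHC; some results filed as inactive read as strong as hits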
PGE2 EP2 inh: blocks the human prostaglandin E2 receptor EP2 | inhibition, % at 25 µM | AID 1422 | 260,000 tested, 0.52% active | C6 glioma cells expressing human EP2, cAMP TR-FRET; cells stimulated with saturating PGE2;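 active = percent inhibition above 40 after rounding to a whole number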;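 note: rat C6 glioma host cells with rolipram phosphodiesterase inhibitor present; the protocol text gives 20 µM as final concentration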
Target sequence (P43116 whole entry, looked up): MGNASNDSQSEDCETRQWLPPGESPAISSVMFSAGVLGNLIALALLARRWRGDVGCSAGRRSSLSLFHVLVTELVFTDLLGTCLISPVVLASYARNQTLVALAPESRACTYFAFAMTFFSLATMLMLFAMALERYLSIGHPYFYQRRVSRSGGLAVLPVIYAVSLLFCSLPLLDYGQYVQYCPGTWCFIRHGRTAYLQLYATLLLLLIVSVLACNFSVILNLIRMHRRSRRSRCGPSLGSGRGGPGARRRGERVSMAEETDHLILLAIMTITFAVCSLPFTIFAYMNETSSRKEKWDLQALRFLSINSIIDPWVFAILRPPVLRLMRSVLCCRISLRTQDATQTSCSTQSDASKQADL
TNF death inh: blocks TNF-alpha induced death of Jurkat FADD-/- cells; Jurkat FADD-/- TNF necroptosis rescue, ATP luminescence, 24 h; 0 = TNF only, 100 = no-TNF cells; activation (protection from cell death), % at 10 µM; 220,000 tested, 0.068% active;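 active = activation, meaning protection from cell death, of at least 50% relative to plate controls; inactive = activation below 50%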;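 note: necroptosis triggered by 40 ng/mL TNF-alpha added together with compound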
PERK inhibitor: inhibitors of human PERK kinase | Q9NZJ5 | 220,000 tested, 0.17% active | inhibition, % at 5.6 µM | CHO PERK-DD fusion, SEAP luminescence translation reporter;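 active = inhibition above the mean inhibition of all tested compounds plus 3 SD, set separately per screening campaign, cut at about 2.9% in these data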;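 note: PERK kinase domain activated by AP20187 dimerizer at 100 nM; 0% = DMSO with dimerizer and 100% = rapamycin at 8.4 µM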
RBBP9 inhibitor: human RBBP9 hydrolase inhibition | AID 1515 | recombinant RBBP9, FP-Rh probe fluorescence polarization | inhibition, % at 7.94 µM | 220,000 tested, 0.2% active | O75884;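 active = inhibition above the campaign mean of all tested compounds plus 3 SD, cut at about 14% in these data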;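 note: plate controls were DMSO wells with RBBP9 for no effect and wells lacking RBBP9 protein for full effect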
Target sequence (O75884 whole entry, looked up): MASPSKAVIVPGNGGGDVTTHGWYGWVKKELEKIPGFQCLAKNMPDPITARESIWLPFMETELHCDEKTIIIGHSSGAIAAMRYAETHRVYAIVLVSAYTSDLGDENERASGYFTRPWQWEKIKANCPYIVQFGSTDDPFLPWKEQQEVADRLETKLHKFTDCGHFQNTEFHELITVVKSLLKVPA
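Material: RBBP9 protein. Amount: RBBP9 at 2.5 µM in dispensed solution, before mixing. Schedule: 30 min then 45 min, 25 °C. Medium: Tris buffer pH 8.0, NaCl, Pluronic. Measured by: fluorescence polarization. Measure: percent inhibition from mP, scaled between DMSO and no-protein wells. Replication: one well per compound.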
Hck-Nef inh: blocks Nef-activated human Hck kinase; P08631; AID 463187; Recombinant Hck-YEEI plus Nef, Z-Lyte FRET kinase assay; 220,000 tested, 0.68% active; inhibition, % at 20 µM;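 active = Hck-Nef kinase inhibition above about 50%, limit read from the data; inactive = inhibition below that limit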;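 note: 0% = DMSO with Hck plus Nef and 100% = Hck alone without Nef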
Target sequence (P08631 whole entry, looked up): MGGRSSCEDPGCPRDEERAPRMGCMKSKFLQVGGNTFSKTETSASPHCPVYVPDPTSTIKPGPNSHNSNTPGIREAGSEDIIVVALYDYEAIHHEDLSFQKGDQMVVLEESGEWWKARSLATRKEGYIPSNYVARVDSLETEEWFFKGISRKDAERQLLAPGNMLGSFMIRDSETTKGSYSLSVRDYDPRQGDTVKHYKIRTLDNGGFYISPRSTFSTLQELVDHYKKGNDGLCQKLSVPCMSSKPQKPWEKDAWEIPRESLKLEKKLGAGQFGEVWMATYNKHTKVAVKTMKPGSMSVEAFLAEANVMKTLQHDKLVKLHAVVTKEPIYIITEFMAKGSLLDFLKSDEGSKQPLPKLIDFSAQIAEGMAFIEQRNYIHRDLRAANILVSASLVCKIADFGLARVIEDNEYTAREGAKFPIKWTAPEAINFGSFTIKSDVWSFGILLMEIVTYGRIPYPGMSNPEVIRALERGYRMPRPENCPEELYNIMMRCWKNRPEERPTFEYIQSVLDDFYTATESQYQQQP
EP2 mod: EP2 receptor (human) modulation. P43116. EP2-expressing cells, cAMP HTRF FRET, PGE2 co-stimulation. induction, % at 25 µM. 260,000 tested, 0.83% active. AID 940;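 active = compounds whose cAMP rise, as percent of the full-agonist control response, exceeds 60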;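 note: rat C6 glioma line stably carrying human EP2 under a CMV promoter; the protocol text gives 20 µM as final concentration; 100% = response of wells given 1 µM PGE2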
The depositor's hits bear a star; x = not tested or not shown.

SMILES | zVAD death inh | Runt-CBFb FRET | Runt-SMMHC FRET | PGE2 EP2 inh | TNF death inh | PERK inhibitor | RBBP9 inhibitor | Hck-Nef inh | EP2 mod
CC(C)CCNC(=O)C1C2C=CC3(CN(Cc4ccccc4Cl)C(=O)C13)O2 (stereo not given) | 2.5 | -2 | 2 | 9 | 0.4 | 0.4 | -2 | 19 | 10
CCC1CCCCN1CCCNC(=O)C1CCN(S(=O)(=O)N2CCCCC2)CC1 (stereo not given) | -0.3 | -1 | -4 | 3 | 0.9 | -0.3 | -11 | -1 | 9
CC(C)Oc1ccc(C2CC(=O)N(Nc3ccc([N+](=O)[O-])cc3[N+](=O)[O-])C2=O)cc1 (stereo not given) | 1.0 | 2 | -4 | 3 | 5.5 | 1.0 | 8 | 7 | 7
Cc1nn(-c2nc(-c3ccco3)cc(C(F)(F)F)n2)c(C)c1Cl | 0.3 | 1 | 0 | 8 | 0.4 | -0.1 | 3 | 1 | 32
Cc1cc(=O)[nH]c(N/N=C2/CCCC/C2=C\c2ccccc2)n1 | 0.7 | 0 | 6 | 10 | 1.5 | 0.4 | -4 | 17 | -164
COc1ccc(N2CCN(C(=O)CN(c3cccc(Br)c3)S(C)(=O)=O)CC2)cc1 | -0.2 | 1 | 4 | 6 | -1.8 | 0.2 | -4 | 0 | -38
O=C(N/N=C/c1ccc(OC(F)F)cc1)c1cccc(S(=O)(=O)N2CCOCC2)c1 | 1.6 | -1 | -4 | 0 | 1.1 | 1.0 | -4 | 1 | -33
CCCCOC(=O)Nc1sc2c(c1C(=O)OC)CCC2 | 2.0 | 9 | 3 | 10 | 1.0 | 0.5 | -8 | 4 | 42
CCN1CCN(c2c(Cl)cccc2NC(=O)c2ccc(Br)o2)CC1 | 67 | -1 | 0 | x | 6.4 | -0.6 | -1 | 32 | 74*
NCCCC[C@@H]1NC(=O)[C@H](CCC(=O)O)NC(=O)c2cc([N+](=O)[O-])cc(I)c2SC[C@@H](C(=O)NCC(N)=O)NC1=O | 2.7 | 0 | -3 | 16 | 1.7 | 0.0 | -11 | -7 | 25
CC(C)n1nnnc1SCC(=O)N1CCN(C(=O)c2ccco2)CC1 | 0.1 | 0 | 4 | 4 | -0.1 | 0.4 | 1 | 1 | 30
Cc1cc2ccccc2cc1CN1CCOCC1 | -0.1 | -1 | -1 | 17 | 0.4 | -0.2 | -5 | 0 | -16
Cc1cc(C)n(-c2nnc(Cl)c3ccccc23)n1 | 0.2 | 1 | -4 | 4 | -6.1 | 1.1 | 4 | 20 | 23
CC(C(=O)O)N1C(=O)c2cccc3cccc1c23 (stereo not given) | 0.1 | -8 | -31 | 17 | -0.5 | 1.4 | -5 | -2 | 12
COCCCNC(=O)CC(NS(=O)(=O)c1ccc(OC)cc1)c1ccc(OC)cc1 (stereo not given) | 0.2 | 0 | 1 | 11 | 0.7 | -0.4 | 0 | 1 | 31
COc1cc(C(NC(C)=O)NC(C)=O)ccc1OCc1ccccc1 | -0.8 | -1 | -1 | 3 | 0.6 | 0.3 | -1 | 7 | -2
CCN(CC)CCN1C(=O)C(=O)/C(=C(/O)c2c(C)[nH]c(C(=O)OC)c2C)C1c1ccc(C)o1 (stereo not given) | -0.1 | 2 | 1 | 9 | 0.9 | 0.3 | -2 | 3 | -34
CN(C)/C=N/c1c(C#N)nnn1Cc1ccccc1 | 0.2 | -1 | -4 | 22 | -0.2 | -0.2 | 0 | 0 | 4
CC(=O)c1ccc(NC(=O)c2ccn(C(=O)OCC(C)C)n2)cc1 | 61 | -1 | -4 | 3 | 1.6 | 0.7 | -2 | -2 | 1
CCc1cc(C(=O)Nc2ccc(C)cc2Br)cs1 | x | -1 | -6 | 7 | -0.2 | 0.4 | 2 | -6 | 28
O=C1CS/C(=C\S(=O)(=O)c2ccc(Cl)cc2)N1 | -0.2 | -1 | -1 | 13 | -3.2 | 1.7 | 6 | 0 | 24
Cc1cc(Nc2ncc(Cl)cc2Cl)n(-c2ccccc2C)n1 | 0.0 | -3 | -2 | 8 | 2.0 | 0.0 | -3 | 2 | 42
CC(C)N(C(=S)NCc1ccccc1)C(C)C | -0.4 | -1 | -4 | 1 | 1.2 | 1.3 | 1 | 23 | -14
OCC1(CCOc2ccccc2)CCN(Cc2cn[nH]c2-c2ccc(F)cc2)CC1 | 0.3 | 2 | 2 | 5 | 5.5 | 0.0 | 4 | 0 | -29
O=C(c1cc2ccccn2n1)N1CCN(c2ccccn2)CC1 | 1.4 | 0 | -2 | 11 | 2.2 | -0.1 | -1 | -1 | -4
More entries follow:
SMILES | zVAD death inh | Runt-CBFb FRET | Runt-SMMHC FRET | PGE2 EP2 inh | TNF death inh | PERK inhibitor | RBBP9 inhibitor | Hck-Nef inh | EP2 mod
NS(=O)(=O)c1ccc(NC(=O)COC(=O)C23CC4CC(CC(C4)C2)C3)cc1 | 0.5 | -3 | -5 | 6 | 1.8 | -0.6 | -11 | -1 | -25
COC(=O)c1c(NC(=O)CSc2nc(-c3ccco3)cc(C(F)(F)F)n2)sc2c1CCCC2 | 0.7 | 1 | 1 | 11 | 1.4 | 1.0 | -7 | 1 | -41
O=C(C1CCN(S(=O)(=O)N2CCOCC2)CC1)N1CCN(c2ccc(F)cc2)CC1 | 0.1 | -1 | 1 | 12 | -0.9 | -1.2 | -8 | 21 | -9
Cc1ccc(C(=O)Nc2nc3n(n2)C(c2ccccc2)CC(=O)N3)cc1 (stereo not given) | 0.0 | -1 | -1 | 8 | -0.4 | 0.4 | -4 | 7 | -8
O=C(NC(=S)Nn1cnnc1)c1ccccc1Cl | -0.8 | 19 | -5 | 8 | 0.3 | 0.7 | -10 | 15 | -2
CCOC(=O)N1CCC(NC(=O)CCC(=O)N2CC(C)Oc3ccc(C)cc32)CC1 (stereo not given) | -0.2 | -4 | -8 | 17 | -3.4 | -0.4 | -2 | 2 | -4
COCCN(CCOC)C(=O)c1ccc(SCc2ccc(C)cc2)c([N+](=O)[O-])c1 | -0.7 | -8 | -1 | 5 | 1.1 | -0.1 | 2 | 20 | -30
O=C(Nc1ccccc1C(=O)O)c1ccc(Br)c(S(=O)(=O)NCc2ccccc2)c1 | 1.9 | x | x | 12 | 0.7 | 0.8 | -8 | 20 | -46
O=C(NCc1ccccc1)c1ccco1 | 1.3 | 0 | -2 | 11 | -1.2 | 0.2 | -4 | 14 | 25
O=C(CSc1ccccn1)c1ccc2c(c1)OCO2 | 0.0 | 3 | -4 | -1 | 2.7 | -0.4 | -3 | 1 | 11
NC(=O)CN1CCN(c2cccc(Cl)c2)CC1 | 1.5 | 0 | -3 | 12 | -0.3 | 0.3 | -10 | 27 | -3
Cc1cc(C(=O)NNC(=S)NCC2CCCO2)cs1 (stereo not given) | 0.4 | -2 | -8 | 8 | -2.1 | 0.1 | 0 | 1 | -8
Cc1ccc(SCCNC(=O)/C=C/c2cccc([N+](=O)[O-])c2)cc1 | 0.1 | 2 | -3 | 7 | 3.3 | 0.6 | -4 | 1 | -113
CN(Cc1ccccc1)c1nc(-c2ccc([N+](=O)[O-])cc2)nc2ccccc12 | -0.1 | -4 | -9 | 4 | -1.9 | 1.2 | -3 | 1 | 64*
O=S(=O)(c1ccc(F)cc1)N1CC=C(c2ccccc2)CC1 | 0.3 | -1 | -6 | 7 | 3.8 | 0.1 | -3 | -2 | -28
CC(=O)c1cccc(NC(=O)[C@@H](NC(N)=O)C(C)C)c1 | 1.9 | 0 | -1 | 10 | 0.1 | 0.1 | 8 | 14 | 14
CCN(CCCNC(=O)CCCOc1cc(=O)n(C)c2ccccc12)Cc1ccccc1 | 0.0 | 0 | 0 | 4 | -4.2 | -0.2 | -3 | 15 | -21
Cc1ccccc1Nc1nnc(SCC(=O)NC(=O)NCc2ccco2)s1 | 1.1 | 10 | 2 | x | 0.5 | -0.1 | -7 | -3 | 8
CN(CCO)c1cnccn1 | 1.2 | -1 | 0 | 2 | 0.3 | 1.5 | -8 | 20 | 33
C=CCN1C(=O)/C(=C\c2ccc(Cl)cc2)N=C1SCC(=O)NCCC | -0.7 | -5 | -2 | 8 | -6.5 | 0.3 | -5 | 15 | -1
COCC(C)n1c(C)cc(C(=O)CN2C(=O)NC(Cc3c[nH]c4ccccc34)C2=O)c1C (stereo not given) | 0.2 | 1 | 3 | 16 | -0.4 | -1.0 | -10 | -1 | -9
CC(C)N(C(=O)COC(=O)c1ccccc1C(=O)N1CCN(c2ccc(F)cc2)CC1)C(C)C | -0.2 | -2 | -3 | 2 | -1.3 | -0.2 | 3 | 1 | 5
CC(C)S(=O)(=O)C/C(N)=N/OC(=O)c1cc(Cl)cc(Cl)c1 | -0.3 | -1 | -1 | 5 | -1.5 | 0.2 | -3 | 0 | -7
O=C(Cn1c(=O)oc2ccccc21)NCCc1ccccc1Cl | 0.7 | -1 | -1 | -2 | 0.9 | -0.1 | -6 | -15 | -15
C=CCN1C(=O)SC(Cc2cccc(OC)c2O)C1=O (stereo not given) | 0.6 | 4 | 0 | 18 | 5.2 | 0.2 | -3 | 20 | -5
Further compounds
SMILES | zVAD death inh | Runt-CBFb FRET | Runt-SMMHC FRET | PGE2 EP2 inh | TNF death inh | PERK inhibitor | RBBP9 inhibitor | Hck-Nef inh | EP2 mod
O=[N+]([O-])c1ccccc1CNc1ccc(F)c(Cl)c1 | 0.0 | 38 | 18 | 9 | 2.4 | 0.8 | 0 | 7 | 3
Cc1cc(C)n(-c2ccn(Cc3ccc(Cl)cc3Cl)c(=O)n2)n1 | 1.9 | -2 | 1 | 5 | 0.6 | -0.7 | -4 | 0 | -29
CS(=O)(=O)N(CC(=O)Nc1ccccc1C(=O)N1CCOCC1)c1ccc(Cl)cc1 | 1.1 | 3 | -5 | 6 | 2.9 | 1.6 | 0 | 19 | 13
O=C(NC1CCCC1)C(Cc1ccccc1)n1cccc1 (stereo not given) | 0.6 | 1 | 3 | 7 | 0.0 | 0.0 | -1 | 17 | 5
CN(C)S(=O)(=O)c1ccc(C(=O)NC(=O)CSc2ccccc2)cc1 | 0.9 | 1 | -5 | 4 | 1.5 | 0.3 | -6 | 0 | -25
CCc1cccc(NC(=O)CN(C)S(=O)(=O)c2cccc3nsnc23)c1 | 0.0 | 1 | -1 | 11 | -1.8 | -0.4 | 6 | 8 | -11
CC1CCN(c2nc(Cl)nc(Nc3ccc([N+](=O)[O-])cc3)n2)CC1 | x | 0 | 0 | 6 | -6.1 | 0.2 | -4 | -9 | 15
Cc1ccc2nc(Nc3nc(C)cc(C(F)(F)F)n3)nc(C)c2c1 | -0.4 | -2 | 2 | 11 | -0.5 | -0.8 | 4 | 0 | 5

Bioassay records (PubChem)

This is a subset; the hit share may differ from the screen's.
